# Compound activity deposited in PubChem by National Center for Advancing Translational Sciences (NCATS).
# ELG1 genotoxic: inducers of genotoxicity in HEK293T ELG1-luciferase cells. HEK293T ELG1-luciferase reporter, luminescence, 16 h. hit rate 1.3% among 330,000. Potency, µM (doses to about 46 µM), inactives show top-dose activity change, positive = activation, hits mostly activators; also: potency is read from the fitted curve at half-maximal effect; % of control where 0% means no effect; nearly all actives have a fitted effect of over 60% in size
#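 HEK293T cells expressing luciferase-tagged ELG1 were treated with compound or DMSO for 16 hr at 37°C. Luciferase activity was then read after 30 min with ONE-Glo at room temperature; rising signal flags genetic stress.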
# BRCA1 expr up: BRCA1 expression activation; Potency, µM (top dose mostly 46.1 µM), for the others: at the highest dose activation, most hits filed as activators; AID 624202; hit rate 1.1% among 380,000; MCF7-BRCA1-FFLuc reporter, luminescence, 48 h; response scale: scaled: vehicle 0%, 10 µM genistein 100%; also: potency is read from the fitted curve at half-maximal effect; nearly all actives have a fitted effect of over 80% in size; some results filed as inactive show a strong effect at the top dose
#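 MCF7 cells carrying a BRCA1-firefly luciferase reporter (2000 cells/well, phenol-red free MEM) were attached for 2 h at 37 °C, then given compounds for 48 h. Luminescence was read 15 min after luciferase reagent; activity normalized to genistein (10 microM) and DMSO.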
# FLuc counter: firefly luciferase modulation, counter-screen for miR-21 project. AID 588342. Potency, µM (highest dose often 57.5 µM), without a hit: at the highest dose activity change, negative = inhibition, usual class: inhibitors. hit rate 6.9% among 360,000. purified FLuc, Km substrates, luminescence inhibition. P08659;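 also: potency is read from the fitted curve at half-maximal effect; plate controls were vehicle for no effect and reference inhibitor for full effect; nearly all actives have a fitted effect of over 55% in size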
# Target sequence (P08659 whole entry, looked up): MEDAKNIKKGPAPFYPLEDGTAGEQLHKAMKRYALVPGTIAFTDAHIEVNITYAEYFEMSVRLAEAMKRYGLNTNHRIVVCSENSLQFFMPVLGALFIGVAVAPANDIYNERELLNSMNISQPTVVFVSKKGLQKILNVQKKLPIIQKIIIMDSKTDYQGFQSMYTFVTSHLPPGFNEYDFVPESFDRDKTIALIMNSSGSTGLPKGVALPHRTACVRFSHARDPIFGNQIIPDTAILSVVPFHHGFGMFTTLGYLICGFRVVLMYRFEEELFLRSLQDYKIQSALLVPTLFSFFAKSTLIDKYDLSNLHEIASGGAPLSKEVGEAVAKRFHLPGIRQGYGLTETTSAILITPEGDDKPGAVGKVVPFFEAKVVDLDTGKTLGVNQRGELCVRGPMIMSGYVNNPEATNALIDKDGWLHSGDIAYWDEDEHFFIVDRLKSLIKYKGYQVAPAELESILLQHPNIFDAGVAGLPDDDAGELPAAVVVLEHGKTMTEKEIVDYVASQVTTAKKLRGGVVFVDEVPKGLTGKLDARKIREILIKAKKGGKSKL
#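 Purified P. pyralis luciferase, 10 nM final, with Km-level 10 uM D-luciferin and 10 uM ATP in 50 mM Tris acetate pH 7.5, 10 mM Mg acetate, 0.01% Tween-20, 0.05% BSA; 6-point qHTS titration about 60 µM downward; luminescence read.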
# Tb PFK inh: blocks T. brucei phosphofructokinase; O15648; T. brucei PFK, ADP-Glo luminescence; Potency, µM (titrated, usually from 57.5 µM), inactives show top-dose activity, negative = inhibition, hits mostly inhibitors; hit rate 0.17% among 330,000;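 also: potency is read from the fitted curve at half-maximal effect; 0% = uninhibited 1x PFK enzyme wells and -100% = no-enzyme wells; nearly all actives have a fitted effect of over 60% in size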
# Target sequence (O15648 whole entry, looked up): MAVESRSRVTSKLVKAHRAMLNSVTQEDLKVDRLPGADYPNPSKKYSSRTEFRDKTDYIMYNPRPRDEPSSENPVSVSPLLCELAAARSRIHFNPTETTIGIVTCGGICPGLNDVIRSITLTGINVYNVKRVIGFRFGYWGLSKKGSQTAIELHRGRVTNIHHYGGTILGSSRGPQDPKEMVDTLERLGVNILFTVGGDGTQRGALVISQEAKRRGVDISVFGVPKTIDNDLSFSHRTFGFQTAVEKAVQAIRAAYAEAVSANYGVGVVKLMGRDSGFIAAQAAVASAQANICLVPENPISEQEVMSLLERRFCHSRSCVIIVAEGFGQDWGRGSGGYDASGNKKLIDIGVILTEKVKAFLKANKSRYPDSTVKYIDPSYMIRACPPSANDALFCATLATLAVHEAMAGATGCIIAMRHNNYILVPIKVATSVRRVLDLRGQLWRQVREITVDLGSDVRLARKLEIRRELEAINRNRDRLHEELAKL
#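 Luminescent ADP detection (ADP-Glo, two-step: ATP depletion then ADP-to-ATP conversion for luciferase) reported PFK activity after 45 min room-temperature reaction of 1.25 nM enzyme with 0.5 mM F6P and 0.1 mM ATP at pH 8.0.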
# ELG1 repair inh: blocks ELG1-dependent DNA repair in HEK293T cells; Potency, µM (series often up to 46.1 µM), for the others: at the top dose activity change, negative = inhibition, usual class: inhibitors; hit rate 2.3% among 330,000; HEK293T ELG1-luciferase reporter, luminescence, 16 h; DNA damage induced by 5-fluorouridine; also: potency is read from the fitted curve at half-maximal effect; % is scaled to controls: 0 for no effect and ±100 for the full control effect; nearly all actives have a fitted effect of over 55% in size
#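 HEK293T cells expressing luciferase-tagged ELG1 (2,000/well) received 5-Fluorouridine plus compound or DMSO for 16 hr at 37 °C. Luciferase was read by ONE-Glo luminescence after 30 min at room temperature.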
# RORg inh: ROR gamma (mouse) transcription inhibition. AID 2551. Potency, µM (doses to about 53.6 µM), for inactives: top-dose activity change, negative = inhibition, hits mostly inhibitors. Drosophila S2 Gal4-RORgamma UAS-luciferase reporter, 20 h. hit rate 5.4% among 310,000; also: potency is read from the fitted curve at half-maximal effect; % is scaled to controls: 0 for no effect and ±100 for the full control effect; nearly all actives have a fitted effect of over 60% in size
#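 Luciferase reporter read in Schneider cells carrying Gal4-RORγ (mouse) and UAS-Photinus luciferase; cells given compound 1 h before 700 uM copper sulfate induction, then incubated 20 h at ambient temperature.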
# Rab9 prom act: activates the Rab9 promoter. Huh7 Rab9 promoter-luciferase reporter, luminescence, 24 h. Potency, µM (highest dose often 9.22 µM), for the others: at the highest dose activation, negative = inhibition, most hits filed as activators. hit rate 2.8% among 320,000. AID 485297; also: potency is read from the fitted curve at half-maximal effect; % of control where 0% means no effect; nearly all actives have a fitted effect of over 60% in size
#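 Huh7 reporter line, Rab9 promoter upstream of luciferase. Compound exposure 24 h at 37 °C in reduced-serum medium with 10% FBS. Read-out: luminescence.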
# VP16 counter: Gal4-VP16 reporter inhibition counter-screen; hit rate 3.5% among 310,000; Drosophila S2 Gal4-VP16 UAS-luciferase, luminescence, 20 h; Potency, µM (top dose mostly 53.6 µM), for the others: top-dose activity, negative = inhibition, usual class: inhibitors;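 also: Gal4-VP16 expression switched on by copper sulfate through the metallothionein promoter; potency is read from the fitted curve at half-maximal effect; % is scaled to controls: 0 for no effect and ±100 for the full control effect; nearly all actives have a fitted effect of over 50% in size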
# p53 reactivator: restores transcriptional activity of mutant p53; Potency, µM (titrated, usually from 92.2 µM), for the others: top-dose activity change, positive = activation, most hits filed as activators; hit rate 0.063% among 320,000; H1299 p53-A138V BP100-luciferase reporter, luminescence, 24 h; also: potency is read from the fitted curve at half-maximal effect; % of control where 0% means no effect; nearly all actives have a fitted effect of over 45% in size
#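 p53-null H1299 cells stably carrying temperature-sensitive p53-A138V and a BP100-luciferase reporter were pinned with compounds (4-point, 1:5 series) and held 24 hrs at 37 deg C. Luminescence was read 10 min after detection reagent.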
# NPC1 promoter act: activates the NPC1 promoter; Huh7 NPC1 promoter luciferase reporter, 24 h; Potency, µM (titrated, usually from 9.22 µM), inactives show at the highest dose activation, usual class: activators; hit rate 2.4% among 320,000;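 also: potency is read from the fitted curve at half-maximal effect; % of control where 0% means no effect; nearly all actives have a fitted effect of over 60% in size; reporter is driven by a mutant NPC1 promoter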
#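 Luminescence from an NPC1 promoter-driven luciferase reporter in stably transfected Huh7 cells was measured after 24 h compound treatment at 37 °C, followed by 10 min ambient incubation with luciferase detection reagent.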
# TRPV1 ag: agonists of human vanilloid receptor 1 (TRPV1). Q8NER1. TRPV1-expressing cells, Fluo-8 calcium influx, agonist mode. hit rate 0.19% among 320,000. AID 540275. activation, % at 8.33 µM; in the data active = activation above about 80%; inconclusive = between about 30% and that limit; also: 0% is about no effect
#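 Fluo-8 calcium influx in TRPV1-expressing cells, kinetic read (ex 480/em 520 nm). Compound added and read 3 min for agonist activity, followed by capsaicin at EC20 final and 2 min further read for enhancement.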
# An asterisk follows results filed as active; u = inconclusive; x = no result given; & = joins results of further samples; [ ] = another dose, or the depositor's remark. Unless noted, calls follow the shape of the dose curve; as a rule, active = well fitted curve in the direction sought with a large enough effect; inconclusive = small, poorly fitted or top-dose-only effect, or another doubt; inactive = no such curve, though single readings can be large; an effect the other way counts as inactive or inconclusive.
compound	ELG1 genotoxic	BRCA1 expr up	FLuc counter	Tb PFK inh	ELG1 repair inh	RORg inh	Rab9 prom act	VP16 counter	p53 reactivator	NPC1 promoter act	TRPV1 ag
Cc1nn(-c2ccccc2)c(Cl)c1/C=N/NC(=O)C1COc2ccccc2O1 (centres undefined)	3%	x	7.6µM*	-1%	-28%	-2%	-1%	-1%	-3%	-2%	3
CC1=NN(C(=O)c2ccccc2Cl)C(O)(c2cccnc2)C1 (centres undefined)	0%	4%	-13%	0%	2%	u	-7%	u	3%	-3%	1
Cc1cccc(C)c1NC(=O)N1CCCCCCC1	4%	2%	-1%	1%	-3%	18%	1%	-3%	2%	-2%	-3
O=C(OCC(=O)N1CCCc2ccccc21)c1cc(Cl)ccc1O	-10%	-19%	1%	-2%	13%	-17%	1%	-6%	7%	0%	-4
COc1cccc(CN2CCNC(=O)C2CC(=O)NCCOc2cccnc2)c1OC (centres undefined)	0%	18%	0%	-9%	-5%	-1%	-10%	1%	2%	-2%	0
CSc1ccccc1C(=O)Nc1cccc(C(C)=O)c1	-7%	0%	2%	3%	-2%	17%	-12%	10%	-4%	-1%	-1
Cc1ccc(-c2nnc(SCC(=O)N/N=C/c3ccc(C)s3)n2-c2ccc(C)cc2)cc1	-7%	-70%	9%	-1%	u	18µM*	-1%	u	3%	-5%	-4
O=C(CCc1nnc2ccc(NCc3ccco3)nn12)Nc1cccc(F)c1	7%	4%	1%	0%	u	22%	-4%	-16%	-2%	-2%	-1
CCOC(=O)/C=C1\Nc2ccccc2OC1=O	0%	-30%	4%	18%	1%	-38%	2%	12%	u	0%	-2
O=c1cc(/C=C/c2ccccc2)oc2ccccc12	2.6µM*	22%	6µM*	17%	u	u	2.2µM*	u	u	u	u
COC(=O)c1ccc(C(=O)OC)c(NC(=O)COC(=O)CC2CC3CCC2C3)c1 (centres undefined)	14%	9%	1%	0%	-14%	-23%	-5%	-7%	-1%	-3%	u
Cc1ccc(NC(=O)c2ccc(C#CC3(O)CCCCC3)cc2)cc1C	-2%	-28%	2%	0%	-11%	-29%	-8%	0%[0.365 µM]	13%	2%	-5
O=[N+]([O-])c1ccc(/C([O-])=C(/C(=S)Nc2ccccc2F)[n+]2ccccc2)cc1	0%	-7%	5%	1%	6%	u	11%	-16%	10%	5%	-2
C=CCOc1ccc2c(c1)c(S(=O)(=O)c1ccc(C)cc1)cn2COC	-8%	-9%	4%	2%	u	-1%	4%	-6%	3%	3%	24
COCCOC(=O)C1=C(C)NC(=O)NC1c1c(Cl)nc2c(C)cccn2c1=O (centres undefined)	3%	x	0%	-7%	u	20%	0%	-9%	1%	2%	0
CCOc1ccc(C(=O)Nc2cccc(-c3nc4ccccc4[nH]3)c2C)cc1[N+](=O)[O-]	-2%	17%	9.5µM*	0%	u	30%[10 µM]	2%	-2%	2%	-3%	0
Cc1nc(C)c(-c2csc(Nc3ccc(N)cc3)n2)s1	4%	-55%	11µM*	5%	u	14%	22%	5%	x	u	-3
COCC(=O)N1CCC(Oc2ccc(C(=O)NCc3cc(C)n(C)n3)cc2)CC1	1%	-13%	-1%	-6%	11%	10%	2%	14%	8%	-2%	-4
S=c1[nH]nc(NCCc2ccccc2)s1	3%	1%	u	-5%	17%	-37%	-5%	11%	2%	-3%	0
CCOC(=O)c1c(C)[nH]c(O)c1C=Nc1ccc(C(F)(F)F)cc1	12%	-77%	5%	-2%	3%	19%	7%	-4%	4%	-1%	x
CCCCNC(=O)CSc1nc2ccc(N3CCOCC3)cc2c(=O)n1CCc1ccccc1	-1%	-12%	1%	2%	u	7.9µM*	3%	7.9µM*	u	1%	4
O=C(CCNC(=O)Cn1ccc2ccccc2c1=O)NCCc1ccc(Cl)cc1	0%	4%	3%	3%	8%	4%[10 µM]	-7%	-12%	5%	0%	-3
O=C1c2ccccc2-c2ncnc3c(N4CCOCC4)cc(N4CCOCC4)c1c23	-3%	-9%	-1%	-2%	u	5%	-3%	u	-1%	1%	-1
CCN(CC)S(=O)(=O)c1ccc(N/N=C/c2ccccc2OCC(=O)O)c([N+](=O)[O-])c1	1%	-3%	-11%	u	6%	16%	-4%	-13%	3%	-7%	0
CC(OC(=O)c1ccc(Cl)cc1O)C(=O)NCCC1=CCCCC1 (centres undefined)	-2%	-24%	x	3%	-23%	x	x	x	9%	x	x
O=C(OCC(=O)c1ccc[nH]1)c1ccc(S(=O)(=O)N2CCCCC2)cc1	-1%	x	0%	1%	13%	-1%	-2%	0%	1%	0%	-10
O=C(Nc1ccc(F)c(F)c1)c1ccco1	u	14%	u	8%	u	u	u	-6%	17%	12%	u
Cc1ccccc1-n1c(=O)n(Cc2ccco2)c(=O)c2[nH]cnc21	13%	-6%	-1%	-5%	15%	9%	0%	0%	-2%	-4%	-3
S=c1[nH]nc(-c2cc(-c3ccco3)[nH]n2)n1-c1cccc2ccccc12	8%	-14%	u	-23%	0%	24%	-4%	-2%	6%	8%	0
COc1ccc(-c2nc3n(c2C)CCC3)cc1	14%	0%	u	2%	u	u	18%	14%	13%	22%	4

# 3 structures from above, sorted by SMILES length, high to low:
compound	ELG1 genotoxic	BRCA1 expr up	FLuc counter	Tb PFK inh	ELG1 repair inh	RORg inh	Rab9 prom act	VP16 counter	p53 reactivator	NPC1 promoter act	TRPV1 ag
COCC(=O)N1CCC(Oc2ccc(C(=O)NCc3cc(C)n(C)n3)cc2)CC1	1%	-13%	-1%	-6%	11%	10%	2%	14%	8%	-2%	-4
CCOC(=O)c1c(C)[nH]c(O)c1C=Nc1ccc(C(F)(F)F)cc1	12%	-77%	5%	-2%	3%	19%	7%	-4%	4%	-1%	x
CCOC(=O)/C=C1\Nc2ccccc2OC1=O	0%	-30%	4%	18%	1%	-38%	2%	12%	u	0%	-2

# Additional compounds.
compound	ELG1 genotoxic	BRCA1 expr up	FLuc counter	Tb PFK inh	ELG1 repair inh	RORg inh	Rab9 prom act	VP16 counter	p53 reactivator	NPC1 promoter act	TRPV1 ag
Cc1ccccc1OCC(=O)Nc1ccc(C(=O)Nc2ccccc2C(=O)O)cc1	0%	81%	6%	6%	-5%	24%	1%	-1%	0%	-1%	2
COC(=O)c1sc(NC(=S)NC(=O)c2ccc(C)cc2)nc1C	u	4%	u	-1%	u	u	u	u	10%	u	-3
Cc1cccc2sc(N(CCCN(C)C)C(=O)c3ccco3)nc12	3%	-13%	-3%	4%	9%	-27%	-5%	8%	-6%	0%	9
CCOC(=O)Cc1nnc(NCc2ccccc2)c2ccccc12	-1%	-12%	-6%	-2%	u	19%	-7%	-1%	-2%	0%	-5
CCn1cc([N+](=O)[O-])c(C(=O)N2N=C(c3ccc(O)c(OC)c3)CC2c2ccccc2O)n1 (centres undefined)	-1%	-20%	-4%	-1%	u	u	-2%	u	-15%	0%	6
O=C(N/N=C/c1c[nH]c2ccc(Br)cc12)c1ccc2c(c1)OCO2	-1%	-49%	27µM*	0%	3%	u	-4%	0%	1%	-2%	-3
Cc1ccc2c(CC(=O)NNC(=O)c3ccccc3)coc2c1	8%	u	-8%	1%	u	3%	0%	14%	4%	1%	1
Clc1ccc(OCCSc2ncccn2)c2ccccc12	6%	1%[1.84 µM]	u	2%	u	24%	2%	0%	20%	14%	6
O=C(NS(=O)(=O)Nc1ccccc1)C1=C(N2CCCC2)COC1=O	1%	25%	x	-1%	29%	x	x	x	-2%	x	x
Oc1ccc(Cl)cc1-c1cc(-c2ccccc2Cl)[nH]n1	13%	-61%	u	-2%	-16%	4.5µM*	-1%	10µM*	u	-9%	5
COc1ccc(/C=N/NC(=O)c2[nH]c3ccc(C)cc3c2-c2ccccc2)c(C(=O)O)c1OC	x	-60%	u	0%	x	-10%	2%	-2%	x	1%	-5
Oc1cccc(/C=N/Nc2cccc3cccnc23)c1	u	37%	0.67µM*	-7%	u	7.1µM*	u	u	u	u	20
CCc1nn(C(C)C(=O)N2CCc3ccccc3C2)c(=O)c2cc3occc3n12 (centres undefined)	2%	-7%	1%	-4%	-2%	-7%	-2%	5%	-6%	0%	1
C=CCn1c(SCC(=O)Nc2ncc(Cc3ccc(C)c(Cl)c3)s2)nnc1-c1ccncc1	-1%	-30%	2%	-2%	-1%	-20%	2%	u	-12%	-1%	-9
CCn1ncc(S(=O)(=O)NCc2ccco2)c1C	0%	2%	1%	-6%	16%	-7%	-2%	-8%	-18%	-4%	-3
Oc1ccc(COCc2ccccc2)c2cccnc12	8.2µM*	-60%	19µM*	-4%&4%	u	0.56µM*	-3%&-56%	u	u	4%&-32%	1
CCOc1ccc(/C=N/NC(=O)Cc2csc(Nc3cccc(C(F)(F)F)c3)n2)c(OCC)c1	-1%	-75%	3%	5%	-14%	23%	-6%	-1%	-2%	-5%	6
